# Nrf2 block – Nrf2 qHTS screen for inhibitors | 2.1% of 360,000 active | AID 504444, 2011 | Potency, µM (series often up to 46 µM), inactives show top-dose activity change, negative = inhibition, usual class: inhibitors | A549 ARE-Fluc reporter, luciferase luminescence, 18-24 h; further: potency means the concentration at half of the fitted maximal effect; on the % scale 0 is the no-effect control and ±100 the full control effect; nearly all actives have a fitted effect of over 60% in size
#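 Two sequential reads on A549 ARE_Fluc cells exposed to compound for 18-24 h: a CellTiter-Fluor fluorescence read for viability, then a luciferase luminescence read for Nrf2/ARE activity.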
# Nrf2 ARE act – qHTS of Nrf2 Activators. AREc32 ARE-luciferase reporter (MCF7-derived line), luminescence, 24 h. Potency, µM (titrated, usually from 46.1 µM), inactives show top-dose activation, usual class: activators. 0.31% of 410,000 active; further: potency means the concentration at half of the fitted maximal effect; % of control where 0% means no effect; nearly all actives have a fitted effect of over 65% in size
#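 ARE activation measured as luciferase luminescence (Steady-Glo, 30 min RT) in AREc32_Fluc cells after 24 hr compound exposure at 37 deg C, 5% CO2; cells seeded overnight at 1000/well in OPTI-MEM, 5% FBS.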
# pAkt inh – HTS Assay for Inhibitors of Akt Phophorylation: Primary Screen | Neuro2A IGF-stimulated pAkt S473 HTRF, 20 min; hits give low values | activity change, % for hits at 50 µM | 0.32% of 360,000 active | AID 651550, 2012; in the data active means activity change below about -80%; inconclusive means mostly about -51% to -80%; further: on the % scale 0 is the no-effect control and ±100 the full control effect
#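 Neuro2A cells in DMEM with 0.5% FBS, overnight at 37 deg C, given compound at single 50 µM final, then IGF (6 nM final) for 20 min at 37 deg C. Lysed; phospho-Akt Ser473 by HTRF after 24 h, 665/615 ratio.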
# TGFb SMAD3 inh – qHTS for Inhibitors of TGF-b | 1.2% of 410,000 active | HepG2 CAGA-GFP TGF-b/SMAD3 reporter, GFP fluorescence, 18 h; TGF-beta stimulated, 500 pg/mL final | Potency, µM (titrated, usually from 46.1 µM), without a hit: at the highest dose activity, negative = inhibition, most hits filed as inhibitors; further: potency means the concentration at half of the fitted maximal effect; on the % scale 0 is the no-effect control and ±100 the full control effect; nearly all actives have a fitted effect of over 65% in size
#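 Cell-based qHTS in HEPG2 carrying a CAGA-GFP Smad reporter; compounds added before 500 pg/mL final TGF-beta, 18 h incubation at 37 degrees C, GFP fluorescence quantified per cell by imaging cytometry.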
# A549 tox – Nrf2 qHTS screen for inhibitors: counterscreen for cytotoxicity; A549 ARE-Fluc cells, CellTiter-Fluor viability, 18-24 h; 0.16% of 390,000 active; Potency, µM (doses to about 46 µM), inactives show at the highest dose activity change, negative = cytotoxicity, actives largely listed as inhibitors; AID 504648, 2011; further: potency means the concentration at half of the fitted maximal effect; on the % scale 0 is the no-effect control and ±100 the full control effect
#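 A549 ARE_Fluc cells in 5% FBS OPTI-MEM were exposed to compounds in concentration-response for 18-24 h at 37 deg C. Viability was read by CellTiter-Fluor fluorescence (Ex 405/Em 525) after 30 min, before the luciferase read.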
# CCT chaperon mod – High-Throughput Screening for Modulators of Cytosolic Chaperonin Activity | AID 651819, 2012 | activity change, % (concentration not given with the values), hits read low | 0.3% of 360,000 active | purified chaperonin ATPase assay, HTRF ADP detection, 30 min; in the data active means activity change below about -30%; further: on the % scale 0 is the no-effect control and ±100 the full control effect
#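 TRiC at 40 or 20 nM final (batch-dependent) in 30 mM Tris pH 7.4, 100 mM KCl, 5 mM MgCl2, 1 mM DTT, with compound at single 76 uM and 10 uM ATP, 30 min at 37 deg C. ADP detected by HTRF Transcreener, 665/615 ratio.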
# EPAC2 antagonist – qHTS for Antagonist of cAMP-regulated guanine nucleotide exchange factor 2 (EPAC2): primary screen. Potency, µM (doses to about 114 µM), for inactives: top-dose activity, negative = inhibition, most hits filed as inhibitors. EPAC2 GEF exchange of Rap1B-BODIPY-GDP, fluorescence. 0.18% of 360,000 active. AID 720708, 2013; further: potency means the concentration at half of the fitted maximal effect; on the % scale 0 is the no-effect control and ±100 the full control effect; nearly all actives have a fitted effect of over 45% in size; many of its hits are not listed in these tables
# Target sequence (Q8WZA2 whole entry, looked up): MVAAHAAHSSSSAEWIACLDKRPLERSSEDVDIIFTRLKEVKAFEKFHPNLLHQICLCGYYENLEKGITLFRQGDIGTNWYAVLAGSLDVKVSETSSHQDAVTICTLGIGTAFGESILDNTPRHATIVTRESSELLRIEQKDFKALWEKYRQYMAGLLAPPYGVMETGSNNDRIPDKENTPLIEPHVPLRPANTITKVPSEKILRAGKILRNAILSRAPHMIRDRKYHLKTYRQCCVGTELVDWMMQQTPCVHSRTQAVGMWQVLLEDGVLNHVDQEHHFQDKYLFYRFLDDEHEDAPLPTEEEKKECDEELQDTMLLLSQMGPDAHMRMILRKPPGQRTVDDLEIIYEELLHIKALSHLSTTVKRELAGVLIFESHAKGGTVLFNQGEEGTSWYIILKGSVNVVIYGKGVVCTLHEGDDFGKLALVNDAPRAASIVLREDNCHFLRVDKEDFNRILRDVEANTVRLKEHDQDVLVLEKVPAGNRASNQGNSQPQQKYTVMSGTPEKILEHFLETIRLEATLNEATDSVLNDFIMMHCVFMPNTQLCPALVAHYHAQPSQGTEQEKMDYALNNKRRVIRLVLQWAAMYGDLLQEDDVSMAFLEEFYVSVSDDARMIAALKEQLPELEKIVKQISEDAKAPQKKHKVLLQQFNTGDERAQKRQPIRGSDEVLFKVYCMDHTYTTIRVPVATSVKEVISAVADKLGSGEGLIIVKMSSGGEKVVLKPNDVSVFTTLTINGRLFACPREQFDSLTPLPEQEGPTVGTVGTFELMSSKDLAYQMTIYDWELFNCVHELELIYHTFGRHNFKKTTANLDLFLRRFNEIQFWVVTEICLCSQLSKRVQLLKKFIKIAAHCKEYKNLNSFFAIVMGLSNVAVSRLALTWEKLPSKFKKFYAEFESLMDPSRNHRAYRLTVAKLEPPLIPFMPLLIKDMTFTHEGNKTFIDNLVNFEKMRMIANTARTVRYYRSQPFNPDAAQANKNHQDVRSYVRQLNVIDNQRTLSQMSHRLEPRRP
# MmCpn inh – Inhibitors of TCP-1 ring complex (TRiC) of Methanococcus maripaludis (MmCpn): qHTS; Chaperonin Mm-Cpn (Methanococcus maripaludis); purified Mm-Cpn ATPase, ADP Transcreener TR-FRET; Potency, µM (top dose mostly 76.9 µM), for the others: at the highest dose activity, negative = inhibition, actives largely listed as inhibitors; 0.031% of 330,000 active; AID 504842, 2011; further: potency means the concentration at half of the fitted maximal effect; on the % scale 0 is the no-effect control and ±100 the full control effect; nearly all actives have a fitted effect of over 80% in size
#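 ATPase read-out: TR-FRET ADP immunoassay (anti-ADP Eu cryptate vs ADP-d2), ex 320 nm, em 590/665 nm; signal drops as ADP forms. Enzyme 25 nM, ATP 10 uM, 30 min at 37°C after 10 min compound preincubation.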
# EPAC2 agonist – qHTS for Agonist of cAMP-regulated guanine nucleotide exchange factor 4 (EPAC2): primary screen; EPAC2 activation, biochemical qHTS; response scale: 100% = 6.5 mM cAMP response; AID 720711, 2013; 0.079% of 360,000 active; Potency, µM (series often up to 154 µM), for the others: top-dose activation, actives largely listed as activators; Rap guanine nucleotide exchange factor 4 (Homo sapiens), Q8WZA2; further: potency means the concentration at half of the fitted maximal effect; nearly all actives have a fitted effect of over 50% in size
#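 Each well held 100 nM EPAC2, 250 nM RAP1B-BODIPY-GDP and 50 uM GDP. Fluorescence, read at 5-min intervals to 30 min, was referenced to a 6.5 mM cAMP positive control.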
# Starred values were filed as active, the others as inactive; i = inactive; ? = inconclusive; · = not tested or not shown; & = joins results of further samples; [ ] = another dose, or the depositor's remark. Unless noted, the call rests on the fitted dose curve; in most records, active means well fitted curve in the direction sought with a large enough effect; inconclusive means small, poorly fitted or top-dose-only effect, or another doubt; inactive means no such curve, though single readings can be large; an effect the other way counts as inactive or inconclusive.
canonical_smiles	EPAC2 agonist	CCT chaperon mod	Nrf2 block	MmCpn inh	pAkt inh	A549 tox	TGFb SMAD3 inh	Nrf2 ARE act	EPAC2 antagonist
O=C(O)CNS(=O)(=O)c1c(Cl)cccc1Cl	-1.0%	-0.4	21.7%	-0.5%	i	-2.2%	1.1%	0.4%	9.4%
CCc1cccc(C)c1NS(=O)(=O)c1cc(-c2cc(C)no2)ccc1C	·	·	?	·	·	-0.1%	?	2.3%	·
CCOC(=O)c1cccc(NC(=O)c2cc3sccc3n2Cc2ccc(Cl)cc2)c1	·	·	13.3%	·	·	-0.9%	?	4.9%	·
CC(=O)c1cc(F)c(N2CCN(C(=O)COc3ccc(F)cc3)CC2)cc1C	10.4%	-3.9	?	-1.6%	i	0.4%	-3.5%	0.6%	-7.0%
C=CCn1c(OCc2ccccc2)n[nH]c1=S	0.3%	0.6	-20.9%	1.1%	i	18.5%	4.9%	0.2%	5.0%
CN(C)c1ccc(-c2nc3ccc(Cl)cn3c2Nc2ccc3c(c2)OCCO3)cc1	·	·	?	·	·	11.9%	-1.5%	4.4%	·
O=C(COC(=O)Cc1ccc(Br)cc1)NCC1CCCCC1	-0.2%	-1.4	10.0%	3.4%	i	2.1%	-0.5%	0.1%	-12.0%
Cc1ccc2c(c1)N(C(=O)CCC(=O)N1CCOCC1)CCO2	3.5%	0.7	-12.8%	1.1%	i	1.1%	-6.9%	-0.9%	4.9%
COc1cccc(-c2cc(C(=O)NN3CCOCC3)c3ccccc3n2)c1	1.5%	-0.3	6.0%	1.3%	i	2.6%	-1.5%	0.4%	-10.1%
CCOC(=O)c1ccc(N(C(=O)CNC(=O)c2ccco2)C(C(=O)NCC2CCCO2)c2ccc(OC)c(OC)c2)cc1 (centres undefined)	3.8%	-0.4	-14.1%	-0.9%	i	0.5%	-6.5%	-0.1%	-0.6%
CCOC(=O)C1CCN(CCC(=O)Nc2ccc(F)cc2)CC1	14.1%	-1.7	-3.1%	-4.1%	i	-1.4%	-8.0%	-0.7%	5.6%
CCOC(=O)c1c(-c2ccccc2)csc1NC(=O)C(C)NCc1ccco1 (centres undefined)	1.3%	-0.4	?	-2.7%	i	-0.2%	-10.1%	5.1%	44.7µM*

# Ordered by number of heavy atoms (rising): some entries from above.
canonical_smiles	EPAC2 agonist	CCT chaperon mod	Nrf2 block	MmCpn inh	pAkt inh	A549 tox	TGFb SMAD3 inh	Nrf2 ARE act	EPAC2 antagonist
O=C(O)CNS(=O)(=O)c1c(Cl)cccc1Cl	-1.0%	-0.4	21.7%	-0.5%	i	-2.2%	1.1%	0.4%	9.4%
CCOC(=O)c1cccc(NC(=O)c2cc3sccc3n2Cc2ccc(Cl)cc2)c1	·	·	13.3%	·	·	-0.9%	?	4.9%	·
CCOC(=O)c1ccc(N(C(=O)CNC(=O)c2ccco2)C(C(=O)NCC2CCCO2)c2ccc(OC)c(OC)c2)cc1 (centres undefined)	3.8%	-0.4	-14.1%	-0.9%	i	0.5%	-6.5%	-0.1%	-0.6%

# Following part.
canonical_smiles	EPAC2 agonist	CCT chaperon mod	Nrf2 block	MmCpn inh	pAkt inh	A549 tox	TGFb SMAD3 inh	Nrf2 ARE act	EPAC2 antagonist
CC(=O)N1CCN=C1SCc1ccc(C)cc1	2.9%	-2.6	0.7%	-0.7%	i	-6.7%	1.3%	0.0%	-9.9%
COc1ccc(OCC(=O)N(Cc2cccc(OC)c2)C2CCS(=O)(=O)C2)cc1 (centres undefined)	·	·	9.2%	·	·	-6.3%	1.7%	0.0%	·
CCOC(=O)c1nn(-c2ccccc2)c(=O)cc1SC(C)CC (centres undefined)	7.2%	0.4	·	-1.5%	·	-2.7%	-3.5%	0.4%	4.3%
CCc1ccc(/C=C2/SC(=S)N(CCCC(=O)Nc3ccccc3C(=O)O)C2=O)cc1	-6.3%	0.5	-3.4%	2.9%	i	-2.2%	-7.4%	12.9%	?
NC(=O)c1ccsc1NC(=O)CSc1nnc(Nc2ccccc2)s1	4.1%	-0.7	?	-1.9%	i	-4.0%	-26.2%	5.7%	9.3%
CC(C)c1ccc(NC(=O)Cc2ccc(NC(=O)N3CCCCc4ccccc43)cc2)cc1	·	·	-5.0%	·	·	-12.6%	19.5%	0.4%	·
Cc1cc(OCC(=O)N[C@@H](Cc2ccccc2)c2nc3ccccc3[nH]2)ccc1Cl	5.1%	-0.9	7.4%	-1.3%	i	0.4%	8.5%	0.6%	4.6%
Cc1ccc(-n2nnnc2SCCNS(=O)(=O)c2ccccc2)cc1C	24.1%	0.5	?	1.3%	i	6.7%	?	3.8%	9.6%
COc1ccc(CC(=O)OCc2cc3cccc(C)c3[nH]c2=O)cc1	2.7%	-1.5	·	-7.3%	·	5.7%	-15.0%	-0.2%	12.1%
CCN(Cc1ccccc1)S(=O)(=O)c1cc(C(=O)c2c(N)n(C)c(=O)n(C)c2=O)ccc1OC	7.3%	-0.7	-21.3%	0.3%	i	-2.7%	-33.1%	0.6%	-23.8%
Cc1oc(C)c(C(=O)NCCCC(=O)O)c1C(=O)NCCCC(=O)O	3.9%	-3.4	3.9%	-0.8%	i	-4.1%	12.6%	-0.3%	6.3%
CNC(=S)N1C2CCCC1CC(NC(=O)c1ccc(C)cc1)C2 (centres undefined)	1.1%	-48.2*	16.9%	·	i	3.5%	-3.3%	-0.1%	7.0%
NC(N)=NC(N)=Nc1cccc2ccccc12	9.1%	-0.6	-6.7%	-0.6%	i	11.3%	16.4%	2.1%	-2.6%
Cc1cccc(C)c1OCC(=O)NC1CC1	0.1%	-1.4	-7.2%	-1.4%	i	7.8%	14.5%	-0.2%	2.0%
Cc1ccc2sc(NNC(=O)c3cc(=O)c4ccccc4o3)nc2c1C	-8.3%	-2.9	13.9%	0.1%	i	-11.3%	?	9.7%	12.1%
CC1Cc2ccccc2N1C(=O)COC(=O)C1=COCCO1 (centres undefined)	8.0%	-1.9	3.1%	-2.1%	i	-1.6%	-3.8%	-0.7%	-7.4%
CC(C)(C)n1nc2c(c1NC(=O)COc1ccc3ccccc3c1)CS(=O)C2 (centres undefined)	2.0%	1.2	2.6%	-1.0%	i	0.8%	-20.7%	0.0%	0.7%
O=C(CSc1oc(-c2ccccc2)nc1S(=O)(=O)c1ccc(Br)cc1)c1ccccc1	·	·	-7.2%[9.27 µM]	·	·	-11.1%	-22.0%	3.4%	·
O=C(N/N=C/c1cccc(O)c1)c1cc2c(ccc3ccccc32)o1	5.8%	-0.7	-2.6%	2.7%	i	-4.3%	10.6%	0.1%	-6.6%
O=c1[nH]c(=O)c2nc(-c3ccc(Cl)cc3)cnc2[nH]1	25.3%	-3.4	-3.0%	-7.5%	i	11.5%	29.1%	0.2%	2.7%
O=C(Cn1cccc1C(=O)c1ccccc1)NCc1ccc(Cl)cc1	11.2%	-2.1	?	-1.2%	i	-0.4%&6.2%	-7.6%	-0.3%&4.5%	-1.4%
O=C(Nc1nnc(-c2ccco2)o1)c1cccc2ccccc12	-2.4%	-4.2	4.6%	0.8%	i	-4.9%	-16.6%	16.6%	5.5%
CCOc1ccccc1C1N=C(c2ccc(OC)cc2)CC(c2ccccc2O)N1 (centres undefined)	7.2%	-1.8	?	-3.9%	i	-10.1%	?	15.8µM*	-3.6%
COC(=O)C1=C(C(=O)OC)[C@@H]2N(Cc3ccccc3)c3ccccc3[C@@]23C[C@@H](CO)N(C(=O)NC2CCCC2)C3=N1	10.1%	-0.4	-9.8%	0.7%	i	-0.1%	1.5%	1.2%	-3.5%
c1ccc(-n2nnnc2Oc2cccc3cccnc23)cc1	-1.7%	-7.5	0.4%	-0.4%	i	5.0%	?	9.5%	-17.9%
COc1ccccc1CNC(=O)c1ccc(NS(=O)(=O)c2cccs2)cc1	5.3%	-0.9	-11.7%	0.2%	i	0.8%	-22.4%	-0.2%	-5.7%
Cc1ccc(Cl)cc1NC(=O)C[n+]1ccc(Cc2ccc([N+](=O)[O-])cc2)cc1	4.3%	-0.8	?	1.3%	i	3.7%	-25.0%	2.5%	2.1%
COc1ccccc1NC(=O)COC(=O)c1cc(C)nc2ccccc12	-8.3%	-9.8	-17.3%	1.2%	i	-1.2%	-8.2%	1.4%	-2.6%
COc1ccc(NC(=S)N2CCN(S(=O)(=O)c3ccccc3)CC2)cc1	3.8%	-1.2	-12.5%	3.8%	i	-0.6%	0.0%	0.4%	-6.7%
Cc1ccc(S(=O)(=O)c2ccc(NN)cc2)cc1	5.6%	0.7	-16.4%	0.9%	i	5.5%	0.0%	-0.6%	-15.0%
COc1ccc2[nH]c3c(c2c1)CCN1C(=O)C(CC(=O)NCC24CC5CC(CC(C5)C2)C4)C[C@H](C(=O)N2CCOCC2)[C@@]31C (some centres undefined)	5.4%	-2.7	-15.1%	2.7%	i	-5.4%	?	1.5%	-18.2%
CCc1ccccc1NC(=O)CSc1nc(-c2cccc(Cl)c2)nc2c1Cc1c(CO)cnc(C)c1O2	·	·	?	·	·	6.5%	16.3%	3.7%	·
COCCNC(=O)CCCCCn1c(=S)[nH]c2ccccc2c1=O	10.7%	-2.5	18.6%	1.7%	·	-1.6%	-8.9%	0.0%	17.0%

# These rows are one share of the data; count on the stated rates, not on these rows.
